Assay outcomes from PubChem BioAssay.
TCR act = activators of T cell receptors | primary human leukocytes, anti-CD3, IL-2 HTRF, 48 h | Potency, µM (series often up to 9.22 µM), for the others: top-dose activation of IL-2 secretion, hits mostly activators | 330,000 tested, under 10 active; further: % of control where 0% means no effect
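IL-2 release read by HTRF sandwich (Eu cryptate donor, d2 acceptor, 665 nm emission) after 48 hr exposure of primary human leukocytes to compound together with anti-CD3 beads in the absence of co-stimulatory signals.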
TSHR antagonist = blocks TSH signaling through the human TSH receptor; P16473; TSHR-expressing cells, TSH-stimulated cAMP HTRF, 2 h; active compounds read low; activity change, negative = inhibition, % at 11.5 µM; actives 0.2% (n = 330,000);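 active means activity change below a set negative limit, meaning inhibition stronger than a set level, cut at about -70% in these data; inconclusive means activity change between two set negative limits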; further: on the % scale 0 is the no-effect control and ±100 the full control effect
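Inhibition of cAMP made by TSHR-expressing cells under TSH stimulation (4nM final, EC80; 2 h, 37 deg C) is quantified with a one-step lysis HTRF kit, anti-cAMP cryptate versus cAMP-d2.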
Tb PFK inh = blocks T. brucei phosphofructokinase; actives 0.17% (n = 330,000); T. brucei PFK, ADP-Glo luminescence; Potency, µM (top dose mostly 57.5 µM), for inactives: at the highest dose activity, negative = inhibition, most hits filed as inhibitors;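 further: potency means the concentration at half of the fitted maximal effect; 0% = uninhibited 1x PFK enzyme wells and -100% = no-enzyme wells; nearly all actives have a fitted effect of over 60% in size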
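Compounds were pin-transferred as a titration series up to 57 uM into substrate buffer (0.5 mM F6P, 0.1 mM ATP, pH 8.0), then 1.25 nM PFK was added and reactions ran 45 min before ADP-Glo detection.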
ELG1 repair inh = inhibitors of ELG1-dependent DNA repair in HEK293T cells. actives 2.3% (n = 330,000). AID 504467. Potency, µM (series often up to 46.1 µM), for inactives: at the top dose activity change, negative = inhibition, usual class: inhibitors. HEK293T ELG1-luciferase reporter, luminescence, 16 h; DNA damage induced by 5-fluorouridine; further: potency means the concentration at half of the fitted maximal effect; on the % scale 0 is the no-effect control and ±100 the full control effect; nearly all actives have a fitted effect of over 55% in size
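Luminescence from the luciferase reporter, measured 30 min after ONE-Glo reagent at room temperature, was the read-out. Beforehand, 2,000 cells per well were exposed for 16 hr at 37 °C to 5-fluorouridine together with compound or vehicle.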
USP2a inh = inhibitors of human ubiquitin-specific protease USP2a; O75604; USP2 core, Ub-CHOP2 coupled fluorogenic reporter, 485/531; Potency, µM (doses to about 38.3 µM), without a hit: top-dose activity change, negative = inhibition, hits mostly inhibitors; actives 0.01% (n = 330,000);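 further: potency means the concentration at half of the fitted maximal effect; plate controls were DMSO wells for no effect and full inhibition by NEM control for full effect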
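USP2 core (10nM final) preincubated 30min RT with compound in 20mM Tris-HCl pH 8.0, 2mM CaCl2, 2mM beta-mercaptoethanol, 0.05% CHAPS; 25nM Ub-CHOP2 plus 25nM reporter substrate added, fluorescence (Ex485/Em531) read after 60min.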
Chronic BCR inh = chronic active BCR signaling inhibition; ABC-DLBCL IkBa-CBG/CBR reporter, luminescence ratio, 4 h; Potency, µM (series often up to 46.1 µM), inactives show at the highest dose ratio change, negative = lower green/red ratio, usual class: inhibitors; actives 0.05% (n = 340,000); active means well fitted inhibition curve with a large enough effect in the signal ratio, with a control signal flat, not every such curve was filed as active; inconclusive means small, poorly fitted or top-dose-only effect, or effect the other way, or a change in a side signal; the % refers to the signal ratio;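 further: potency means the concentration at half of the fitted maximal effect; plate controls were basal doxycycline-induced cells for no effect and cells given 10 µM MG132 for full effect; MG132 reads +100%, hits lower the ratio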
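Concentration-response series (up to 46 uM) were applied to TMD8 dual-reporter cells for 4 h at 37C with doxycycline. Green/red ratio, after filter-overlap correction, defined %Activity; red signal alone was normalised to basal cells and zero luminescence.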
Mito fusion yeast = blocks mitochondrial division or promotes mitochondrial fusion; Potency, µM (series often up to 46.1 µM), for the others: at the highest dose growth rescue (activation), most hits filed as activators; S. cerevisiae fusion-defective mutant growth rescue, CellTiterGlo 48 h; actives 0.23% (n = 320,000);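 further: potency means the concentration at half of the fitted maximal effect; % of control where 0% means no effect; nearly all actives have a fitted effect of over 45% in size; temperature-sensitive fusion mutants such as fzo1-1 at 37 °C on non-fermentable ethanol glycerol medium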
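Growth-rescue viability read-out: after 48 h at the non-permissive 37C in glycerol/ethanol YPEG, yeast mitochondrial fusion mutants are measured by CellTiterGlo luminescence; compounds (23 nl pinned per well) restoring growth score as division inhibitors or fusion activators.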
B2AR arrestin = agonists driving beta-arrestin recruitment to human beta2-adrenergic receptor; P07550; beta-arrestin recruitment to beta2AR, cell-based reporter; Potency, µM (top dose mostly 46.1 µM), without a hit: top-dose activation, usual class: activators; actives 0.02% (n = 330,000); AID 492947;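 further: potency means the concentration at half of the fitted maximal effect; 0% = DMSO controls and full agonism = EC100 isoproterenol or metaproterenol; nearly all actives have a fitted effect of over 65% in size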
Eya2 phos inh = inhibitors of human Eya2 phosphatase activity; O00167; recombinant Eya2, OMFP fluorescence dephosphorylation (OMFP is methylfluorescein phosphate); Potency, µM (titrated, usually from 76.9 µM), for inactives: at the top dose activity, negative = inhibition, usual class: inhibitors; actives 0.006% (n = 330,000); AID 488837; further: potency means the concentration at half of the fitted maximal effect; on the % scale 0 is the no-effect control and ±100 the full control effect
Target sequence (O00167 whole entry, looked up): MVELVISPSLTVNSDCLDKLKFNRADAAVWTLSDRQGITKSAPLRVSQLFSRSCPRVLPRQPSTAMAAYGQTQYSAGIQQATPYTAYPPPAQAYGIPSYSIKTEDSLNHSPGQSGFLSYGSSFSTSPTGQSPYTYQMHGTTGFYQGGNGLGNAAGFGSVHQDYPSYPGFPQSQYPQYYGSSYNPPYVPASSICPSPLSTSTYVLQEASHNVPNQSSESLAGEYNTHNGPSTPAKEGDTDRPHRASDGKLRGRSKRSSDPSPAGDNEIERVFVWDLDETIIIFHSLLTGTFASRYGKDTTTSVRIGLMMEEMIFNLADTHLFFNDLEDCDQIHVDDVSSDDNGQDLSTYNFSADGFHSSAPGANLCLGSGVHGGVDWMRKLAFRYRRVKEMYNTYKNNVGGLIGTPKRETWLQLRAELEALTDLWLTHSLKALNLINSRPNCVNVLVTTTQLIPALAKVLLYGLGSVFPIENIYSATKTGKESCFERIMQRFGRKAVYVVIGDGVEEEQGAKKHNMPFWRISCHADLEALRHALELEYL
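Eya2 (0.2 uM) preincubated 10 min at ambient with compound, then OMFP substrate added at 50 uM; 10 min reaction in 50 mM HEPES pH 7.5, 50 mM NaCl, 5 uM MgCl2, 0.05% BSA, 1 mM DTT. Fluorescence read at Ex 485/Em 525 nm.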
TSG101-PTAP inh = blocks PTAP/TSG101 interaction to inhibit HIV-1 budding; Q99816; Fluorescence polarization, FITC-PTAP peptide / Tsg101 binding; Potency, µM (series often up to 115 µM), inactives show at the highest dose activity change, negative = inhibition, actives largely listed as inhibitors; 340,000 tested, under 10 active; active means well fitted inhibition curve with a large enough effect in the main read-out, with a control signal flat, not every such curve was filed as active; inconclusive means small, poorly fitted or top-dose-only effect, or effect the other way, or a change in a side signal; inactive means no such curve, though single readings can be large or run the other way; further: potency means the concentration at half of the fitted maximal effect; % of control where 0% means no effect
Target sequence (Q99816 whole entry, looked up): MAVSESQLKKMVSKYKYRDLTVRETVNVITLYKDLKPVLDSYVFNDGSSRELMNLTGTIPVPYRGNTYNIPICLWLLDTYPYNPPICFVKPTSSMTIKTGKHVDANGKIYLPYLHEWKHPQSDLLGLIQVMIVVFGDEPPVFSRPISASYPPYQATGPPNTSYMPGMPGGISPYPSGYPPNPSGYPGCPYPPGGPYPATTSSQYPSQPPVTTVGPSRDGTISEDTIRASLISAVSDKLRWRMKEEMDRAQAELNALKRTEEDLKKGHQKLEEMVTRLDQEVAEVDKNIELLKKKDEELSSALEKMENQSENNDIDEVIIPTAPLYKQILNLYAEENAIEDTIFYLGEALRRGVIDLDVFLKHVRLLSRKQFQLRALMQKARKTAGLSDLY
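FP read-out: FITC-PTAP peptide, 50 nM final, binding Tsg101 binding domain, 10 uM final; 20 min, r.t.; 10 mM HEPES pH 7.5, 0.15 M NaCl, 0.01% Tween 20, 3 mM EDTA, 0.1 mM TCEP.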
uPA surface inh = inhibitors of cell surface uPA generation | cell surface uPA generation assay, qHTS | Potency, µM (series often up to 38.3 µM), inactives show top-dose activity change, negative = inhibition, most hits filed as inhibitors | actives 0.31% (n = 330,000) | AID 540303; active means well fitted inhibition curve with a large enough effect; inconclusive means small, poorly fitted or top-dose-only effect; inactive means no such curve, though single readings can be large or run the other way; tested in mouse RAW 264.7 cells; further: potency means the concentration at half of the fitted maximal effect; on the % scale 0 is the no-effect control and ±100 the full control effect; nearly all actives have a fitted effect of over 55% in size
Numbers without * were called inactive; u = inconclusive; x = no result given; [ ] = another dose, or the depositor's remark. Unless noted, the call rests on the fitted dose curve; in most records, active means well fitted curve in the direction sought with a large enough effect; inconclusive means small, poorly fitted or top-dose-only effect, or another doubt; inactive means no such curve, though single readings can be large; an effect the other way counts as inactive or inconclusive.

SMILES	TCR act	TSHR antagonist	Tb PFK inh	ELG1 repair inh	USP2a inh	Chronic BCR inh	Mito fusion yeast	B2AR arrestin	Eya2 phos inh	TSG101-PTAP inh	uPA surface inh
Cc1cccc(N(C)C(=O)c2cc3c(=O)[nH]c4ccc(C)cc4c3s2)c1	0%	-12	2%	u	0%	u	9%	-0.5%	-25%	2%	-5%
CCCNC(=O)c1oc2ccc3c(c2c1C)C=CC(C)(C)O3	7%	-7	2%	u	5%	3%	-30%	-0.1%	-1%	3%	-4%
Cc1ccc(NC(=O)CSc2nnc(-c3n[nH]c4ccccc34)n2-c2ccccc2)c(C)c1	1%[46.1 µM]	21	4%	23µM*	0%	u	-3%	-0.8%	-1%	-3%	0%
CC(=O)N1CCN(S(=O)(=O)c2cccc(C(=O)OCC(=O)N(Cc3ccccc3)C(C)(C)C)c2)CC1	-1%	9	6%	15%	0%	4%	x	-0.3%	-16%	-1%	u
CCC(Oc1ccccc1OC)C(=O)N1CC(=O)Nc2ccccc21 (configuration not stated)	11%	0	-19%	u	0%	-11%	-8%	-0.1%	-3%	-1%	1%
Cc1ccccc1OCc1nc2ccccc2c(=O)n1/N=C/c1cn[nH]c1-c1ccccc1	2%[46.1 µM]	-15	9%	4.6µM*	-13%	u	11%	-0.6%	-9%	-2%	-2%
CCOC(=O)c1c(NC(=O)COC(=O)Cn2c(C)nc3ccccc32)sc2c1CCCC2	-5%[46.1 µM]	2	-4%	1%	2%	-3%	28%	-0.1%	-2%	1%	0%
CCN(CC)c1ccc(-c2nn3c(-c4ccccc4OC)nnc3s2)cc1	0%	-9	1%	u	-16%	u	-16%	-0.4%	-1%	1%	-8%
Cn1cnnc1SCC(=O)Nc1nc(-c2ccc(F)cc2)cs1	4%	-6	-6%	1%	4%	-1%	4%	0.1%	-2%	0%	-1%
Cc1ccc2c(=O)cc(C(=O)NCc3ccccc3)oc2c1C	1%	-7	3%	2%	-6%	0%	13µM*	-0.1%	-20%	-1%	-5%
Cc1ccc(C)c(OCC(=O)NNC(=O)CCN2CCN(c3ccccc3)CC2)c1	1%	12	-1%	-13%	-7%	1%	-6%	-0.1%	-15%	0%	-1%
CCOc1nc(-c2ccccc2)ccc1-c1noc(-c2ccncc2)n1	-6%	47	-3%	2%	1%	4%	0%	7.1%	11%	-2%	-1%
Cc1cnc(NC(=O)Nc2ccccc2)c(C)n1	1%	-6	2%	0%	1%	u	7%	0.5%	-6%	-3%	-1%
Cc1cc(C)n2cc(CSc3ccc(Cl)cc3)nc2n1	-5%	-12	-21%	u	0%	-5%	0%	-0.6%	1%	-1%	-2%
O=C(c1ccc(S(=O)(=O)N2CCOCC2)cc1)N1CCc2ccccc21	1%	45	0%	14%	5%	16%	3%	0.0%	2%	-4%	0%
CC(=O)NCCOc1nc(N(C)C)nc(N2CCCCC2)n1	2%	15	-6%	7%	2%	-21%	-4%	-0.2%	4%	-4%	16%
COc1ccccc1[C@@H]1C(c2ccccc2)=NN(c2ccccc2)[C@H]1C(=O)N1CCOC1=O	-6%[46.1 µM]	39	-7%	x	-2%	0%	x	0.5%	-3%	1%	-10%
COc1ccccc1N1C(=O)C(Cl)=C(N2CCCC2)C1=O	1%	3	0%	23%	0%	u	-4%	-0.2%	-9%	0%	1%
O=C(NCCSc1ccccc1)c1ccc(Br)cc1	2%[46.1 µM]	-11	0%	u	2%	u	15%	-1.4%	6%	0%	-2%
O=C(Nc1nnc(Cc2ccc(F)cc2)s1)Nc1ccccc1F	x	2	-2%	8%	2%	6%	-1%	-0.2%	-12%	-4%	8%
CCOC(=O)N1CCN(S(=O)(=O)c2ccc(OC)cc2)CC1	2%	-13	1%	0%	1%	-1%	1%	-0.3%	-3%	1%	-2%
Cc1ccc(/C=N/n2c(C)cc(C)c(C#N)c2=O)o1	-1%[46.1 µM]	11	-7%	-2%	1%	1%	3%	2.2%	-2%	-5%	1%
CN(CC(=O)NCCN1CCN(c2ccccc2)CC1)S(=O)(=O)c1ccc2c(c1)CCC(=O)N2	-2%	9	-2%	0%	0%	-2%	2%	-1.0%	15%	1%	15%
Cc1nnc(SCCn2c(N(C)Cc3ccccc3)nc3c2c(=O)[nH]c(=O)n3C)s1	4%	0	-6%	10%	4%	-16%	-2%	-0.1%	4%	-2%	16%
CNC(=O)C(=O)NCC1OCCCN1S(=O)(=O)c1ccc2c(c1)OCCO2 (configuration not stated)	x	42	-4%	6%	2%	3%	-1%	-0.1%	-8%	-2%	-2%
COc1ccc(Br)cc1CN(C)C(=O)c1ccc2c(c1)NC(=O)C(C)S2 (configuration not stated)	3%	4	-6%	u	1%	u	-4%	0.2%	5%	0%	2%
CCCCC(CC)CNC(=O)C1CC=CCC1C(=O)O (configuration not stated)	-3%[46.1 µM]	-4	2%	-8%	2%	1%	0%	-0.1%	2%	-1%	-1%
O=C(Nc1c(Cl)ccc2nsnc12)c1ccco1	7%	1	-1%	-1%	0%	1%	4%	-1.1%	0%	-4%	-7%
CC(C)NC(=O)Nc1cccc2c1O[C@H](CN(C)C(=O)Nc1ccc(C(F)(F)F)cc1)[C@@H](C)CN([C@H](C)CO)C2=O	-3%	-14	-1%	1.3µM*	-1%	-5%	x	-0.8%	-1%	0%	12%
CCn1c(=O)cc(SCC(=O)Nc2cc(OC)c(OC)c(OC)c2)c2ccccc21	16%	7	1%	0%	1%	u	-3%	-0.8%	-12%	-12%	-7%
O=C(O)CC(NC(=O)C12CC3CC(CC(C3)C1)C2)c1ccc2c(c1)OCO2 (configuration not stated)	8%	-9	-1%	8%	-1%	1%	2%	-0.1%	-5%	-3%	2%
CS(=O)(=O)N1CCc2cc(-c3csc(NC(=O)Cc4ccccc4)n3)ccc21	2%[46.1 µM]	-17	3%	18µM*	-10%	-17%	14%	2.4%	3%	-13%	7%
Cc1cc(Cl)c(S(=O)(=O)NCC2CCCO2)cc1OCC(N)=O (configuration not stated)	-3%	9	-3%	0%	-1%	7%	1%	0.0%	-3%	-5%	4%
Cc1cc(C)c(-n2c(O)c(C=NCCN3CCOCC3)c(=O)[nH]c2=O)c(C)c1	0%	-6	1%	8%	1%	0%	4%	0.1%	-5%	-3%	-3%
Cc1nc(CNS(=O)(=O)c2ccc(Br)cc2)cs1	5%	5	0%	-6%	-1%	u	-6%	0.5%	1%	-2%	-6%
CSc1ccc(CN(C)C(=O)CCNS(=O)(=O)c2ccc(C)c(C)c2)cc1	3%	7	-2%	u	0%	8%	11%	0.4%	18%	-4%	4%
CCOc1cc(-c2nccc3cc(OC)c(OC)cc23)cc(OCC)c1OCC	3%	0	u	15µM*	-2%	u	2%	0.3%	5%	-3%	-3%
Cc1cccc(N2C(=O)CN=C2Nc2nc(C)cc(C)n2)c1	-3%	4	-1%	6%	2%	0%	2%	-0.9%	-5%	-2%	2%
O=C(NCCc1ccncc1)Nc1cccc(Cl)c1	-18%	3	-7%	0%	2%	8%	-7%	-0.4%	-4%	0%	0%
COc1ccccc1N1CCN(CC(=O)Nc2ccc(-n3cnnn3)cc2)CC1	3%	-3	-7%	-10%	-1%	u	4%	0.0%	1%	-10%	3%
CCOCCCNC(=O)C1CCN(S(=O)(=O)N(CC(C)C)CC(C)C)CC1	-1%	14	-1%	1%	3%	-7%	4%	3.9%	-3%	1%	-4%
O=c1c2ccccc2n(Cc2cccc(F)c2)c(=O)n1C1CCCC1	3%	-16	-11%	-12%	-2%	5%	23%	0.1%	-5%	-3%	-8%
Cc1ccc(-c2nnc3c4ccccc4c(C)nn23)cc1S(=O)(=O)N1CCN(CCO)CC1	-7%	1	-7%	u	-1%	-2%	0%	0.0%	-3%	-4%	-5%
